Assay outcomes: PubChem, NCI
Growth percent in the NCI-60 one-dose screen (48 h, 10 µM unless noted): 100 = growth as untreated, 0 = no growth, -100 = all killed.
HT29 – HT29 colon cancer; actives 7.4% (n = 81,000)
TK-10 – TK-10 renal cancer cells; actives 3.9% (n = 81,000); AID 1794769
UO-31 – UO-31 renal cancer; actives 5.2% (n = 81,000)
HCT-116 – HCT-116 colon cancer | actives 7.3% (n = 82,000) | AID 1794798
HCT-15 – HCT-15 colon cancer | actives 5.2% (n = 82,000)
SW-620 – SW-620 colon cancer; actives 5.2% (n = 82,000)
HCC-2998 – HCC-2998 colon cancer | actives 4.7% (n = 79,000) | AID 1794799
SN12C – SN12C renal cancer cells. AID 1794767. actives 3.8% (n = 81,000)
786-0 – 786-0 renal cancer cells. actives 5.1% (n = 81,000). AID 1794775
An asterisk follows results filed as active; x = not tested or not shown; & = joins results of further samples; [ ] = remark or other dose. How the source made its calls: active means growth percent below 10; inactive means the rest. The order is random; 12% or so of the library scored in one or more.

smiles,HT29,TK-10,UO-31,HCT-116,HCT-15,SW-620,HCC-2998,SN12C,786-0
CC12CC3(C)SC(C)(CC(C)(S1)S2)S3,104,103,88,96,103,106,109,106,94
NCCCc1nn2c(CCC(=O)c3nc4ccccc4[nH]3)nnc2s1,100,130,74,95,104,98,119,104,104
COc1ccc(/C=C(\C#N)c2ccc(C)cc2)cc1OC,89,97,94,100,95,111,92,100,92
Cn1c(=O)[nH]c(=O)c2nc(/C=C/c3cccc(C(F)(F)F)c3)c(=O)[nH]c21,109,116,83,106,103,103,105,101,99
CCOC(=O)C1=C(C(=O)c2ccc(OC)cc2)C(c2ccc(OC)c(OC)c2)C(C(=O)c2ccc(OC)cc2)=C(C(=O)OCC)N1,108,108,x,100,99,100,116,103,101
CCSC1=NC2C(N(CC)C(=O)N2CC)N1/N=C/C=C/c1ccccc1[N+](=O)[O-] (stereo not given),3.5*,71,35,4.2*,11,17,11,20,19
CCCCCCCCCCCCCCCCCC(=O)NCc1cc(OC)c(OC)c(OC)c1,94,107,78,101,95,108,113,97,104
O=NN(CCCl)C(=O)NCCc1cccc[n+]1[O-],115,107,92,108,99,103,106,96,106
CCC(C#N)(C(N)=O)c1ccccc1 (stereo not given),109,115,93,108,110,100,97,101,105
CCCCCCCCCCCCCCNC1=C(Br)C(=O)c2c(C(=O)OC)c(C)nc(C)c2C1=O,57,93,38,77,71,93,78,61,76
Cc1ccc(C2SCC(=O)N2NC(=O)c2[nH]c3ccc(F)cc3c2-c2ccccc2)cc1 (stereo not given),74,108,75,80,90,102,70,96,105
Cc1ccc(S(=O)(=O)OCC2CC=CCC2COS(=O)(=O)c2ccc(C)cc2)cc1 (stereo not given),98,104,70,85,83,93,98,83,75
CCCCC(C=O)(CC)CCC#N (stereo not given),108,109,91,90,100,101,85,98,103
Cc1c(NC(=S)Nc2ccc(S(=O)(=O)Nc3ccc(Cl)nn3)cc2)n(-c2ccccc2)c(=O)n1C,105,120,66,101,103,98,106,97,101
C=CCON(C)c1ccccc1,120,x,79,100,100,107,105,102,104
O=C1/C(=C/c2ccccc2)Oc2ccc(O)c(I)c21,105,181,58,98,94,95,114,86,99
Clc1nc(OCc2cn(Cc3ccccc3)nn2)nc(N2CCCC2)n1,110,100,86,96,103,101,101,97,98
NS(=O)(=O)c1ccc(CCN2C(=O)/C(=C/c3ccc(Br)cc3)C=C2c2ccccc2)cc1,96,111,66,83,88,101,91,100,89
COc1ccc(NC(=O)[C@H](C)N)cc1C(=O)Nc1cccc(C2CC(=O)c3c(cc(OC)c(OC)c3OC)O2)c1 (stereo not given in full),109,102,73,94,84,99,109,94,91
CC(C)C1=C[C@@]23CC[C@H]4[C@](C)(COCCC#N)CCC[C@]4(C)[C@H]2C[C@@H]1[C@@H]1[C@H]3[C@@H](OCCC#N)CC[C@@H]1OCCC#N,12,38,25,25,23,47,44,33,54
COC(=O)[C@H](C)NC(=O)NC(=O)NC(=O)CI,67,71,78,99,51,-33*,95,47,64
Sc1nc2ccccc2s1 (tested in a mixture with another compound),96,123,70,98,105,105,105,97,100
COc1cc2c(cc1C)C(=O)c1ccccc1-2,88,89,94,93,96,107,87,107,90
CCn1c(SCC(=O)Nc2cccc(C(=O)/C=C/c3ccc(Br)cc3)c2)nc2ccccc2c1=O,85,104,72,28,65,81,95,93,100
C#COc1cccc(Nc2ncnc3ncc(NC(=O)C=C)cc23)c1,69[6.25 µM],46[6.25 µM],33[6.25 µM],74[6.25 µM],83[6.25 µM],99[6.25 µM],93[6.25 µM],67[6.25 µM],54[6.25 µM]

By substructure: the compounds so far containing two or more sulfur atoms.
smiles,HT29,TK-10,UO-31,HCT-116,HCT-15,SW-620,HCC-2998,SN12C,786-0
CC12CC3(C)SC(C)(CC(C)(S1)S2)S3,104,103,88,96,103,106,109,106,94
Cc1ccc(S(=O)(=O)OCC2CC=CCC2COS(=O)(=O)c2ccc(C)cc2)cc1 (stereo not given),98,104,70,85,83,93,98,83,75
Cc1c(NC(=S)Nc2ccc(S(=O)(=O)Nc3ccc(Cl)nn3)cc2)n(-c2ccccc2)c(=O)n1C,105,120,66,101,103,98,106,97,101
Sc1nc2ccccc2s1 (tested in a mixture with another compound),96,123,70,98,105,105,105,97,100

(cont.)
smiles,HT29,TK-10,UO-31,HCT-116,HCT-15,SW-620,HCC-2998,SN12C,786-0
CC#Cc1c(C)c(N2CCN(CCOc3ccc4c(c3)CC[C@@H]3[C@@H]4CC[C@]4(C)[C@@H](O)CC[C@@H]34)CC2)cc2c1CCN2S(C)(=O)=O,30,88,62,36,40,88,107,73,20
Cc1nc2ccccc2c2c(N)cccc12,111,110,79,107,102,106,x,106,114
Cl.Fc1c[c-]c(-c2ccccn2)c(F)c1.[Pt].c1ccc(P(c2ccccc2)C([PH+](c2ccccc2)c2ccccc2)[PH+](c2ccccc2)c2ccccc2)cc1,12,24,-5.7*,8.7*,56,15,25,11,22
CC(C)Cc1ccc(C(C)C(=O)NCCc2c[nH]c3ccccc23)cc1 (stereo not given),82,97,66,77,100,101,104,94,101
O=C(CN1CCN(c2cc(=O)[nH]c3ccc(F)cc23)CC1)Nc1ccc(Br)cc1,85,104,58,53,62,80,91,66,89
CCOC(=O)CCCCN1C(=O)S/C(=C\c2ccc(Cl)cc2)C1=O,112,103,91,105,96,102,108,98,93
CC(=O)N=c1sc(S(N)(=O)=O)nn1C,116,104,90,108,104,106,113,107,109
Cc1ccc(/C=C/C(=O)c2ccc(Nc3nc(NCCO)nc(Nc4ccc(Cl)cc4)n3)cc2)cc1,66,96,72,34,57,105,62,89,76
CCN1C(=O)N(CC)C2Nn3c(s/c(=C\c4cccc([N+](=O)[O-])c4)c3=O)=NC21 (stereo not given),75,18,57,24,32,36,88,49,36
CCOc1nc(-c2ccccc2)cc2c(O)c(C(=O)N/N=C/c3ccc(O)cc3)[nH]c(=O)c12,111,128,80,109,89,172,x,101,108
O=C1/C(=C\c2ccc(O)cc2)Sc2c(F)cccc21,104,100,76,87,97,102,105,97,99
CCN(CC)C(=S)SCCO,100,86,94,107,107,106,94,105,104
O=C(Nc1nncs1)c1ccncc1,112,116,72,98,103,98,102,100,120
O=c1ccc2nc(-c3ccccc3)nn(-c3ccccn3)c-2c1,-46*,-83*,21,43,34,-46*,103,93,63
Cc1ccc(C2C3CSCN3[C@@]3(C(=O)Nc4ccccc43)C2C(=O)c2nc3ccccc3[nH]2)cc1 (stereo not given in full),69,94,54,74,84,92,95,85,86
O=S(=O)(NCCCNc1nccc(-c2cn(-c3ccccc3)nc2-c2ccc(Cl)c(O)c2)n1)c1ccc(O)cc1,104,105,102,89,103,129,127,102,103
Cc1cc(-c2ccccc2)on1,106,110,82,101,101,109,111,103,95
CN(C)CCN1C(=O)c2cccc3c(-c4ccc5c(c4)ncn5C4CCCCC4)ccc(c23)C1=O,31,77,30,25,36,34,70,41,30
O=C1Nc2ccccc2C2c3cccn3-c3ccccc3N12 (stereo not given),32,73,70,78,54,50,77,90,88
CCCCCOS(=O)(=O)O,101,97,98,110,107,104,100,107,105
CCOC(=O)c1c2c(n3ccc(NC(=O)CCN4CCOCC4)cc13)C(=O)c1ncccc1C2=O,33,47,36,22,34,37,42,24,52
O=C(Nc1ccc(F)c(Cl)c1)c1cc(-c2ccc(F)cc2F)ccc1O,27,19,-5.9*,9.2*,-19*,6.1*,5.0*,-17*,9.9*
COc1c([C@@H](CC(C)C)OC(C)=O)ccc2c1C(=O)OCc1cc(C)cc(O)c1O2,14,34,32,12,17,20,35,28,81
COc1ccc(N2C(=O)CC(Nc3cc(C)ccc3C)C2=O)c([N+](=O)[O-])c1 (stereo not given),157,93,99,91,112,106,98,103,86
COc1cccc(NC(=O)c2sc3nc4c(cc3c2N)CCCC4)c1,41,56,40,21,21,32,24,59,34

Sorted by molecular weight (smallest number first): part of the list above.
smiles,HT29,TK-10,UO-31,HCT-116,HCT-15,SW-620,HCC-2998,SN12C,786-0
O=C1/C(=C\c2ccc(O)cc2)Sc2c(F)cccc21,104,100,76,87,97,102,105,97,99
CC(C)Cc1ccc(C(C)C(=O)NCCc2c[nH]c3ccccc23)cc1 (stereo not given),82,97,66,77,100,101,104,94,101
Cc1ccc(C2C3CSCN3[C@@]3(C(=O)Nc4ccccc43)C2C(=O)c2nc3ccccc3[nH]2)cc1 (stereo not given in full),69,94,54,74,84,92,95,85,86
O=S(=O)(NCCCNc1nccc(-c2cn(-c3ccccc3)nc2-c2ccc(Cl)c(O)c2)n1)c1ccc(O)cc1,104,105,102,89,103,129,127,102,103
Cl.Fc1c[c-]c(-c2ccccn2)c(F)c1.[Pt].c1ccc(P(c2ccccc2)C([PH+](c2ccccc2)c2ccccc2)[PH+](c2ccccc2)c2ccccc2)cc1,12,24,-5.7*,8.7*,56,15,25,11,22

New compounds follow:
smiles,HT29,TK-10,UO-31,HCT-116,HCT-15,SW-620,HCC-2998,SN12C,786-0
O=C1C(c2c(O)[nH]c3ncccc23)=Nc2ccccc21,94,56,46,48,78,102,25,91,84
O=C1CCN(Cl)C(=O)N1Cl,104,102,91,94,111,105,x,97,103
O=C(O)C1c2ccccc2-c2ccccc21,101,128,87,121,110,105,118,105,95
OCCN(CCc1ccccc1)CCc1ccccc1,95,89,83,100,110,114,107,105,103
COc1ccc(Nc2ncnc3c2sc2nc(C)cc(C)c23)cc1,105,115,92,90,96,108,x,100,94
CC1SC(c2ccc([N+](=O)[O-])cc2)N(NC(=O)CCC(=O)c2nc3ncccc3[nH]2)C1=O (stereo not given),113,103,84,107,100,92,98,91,95
S=c1nc[nH]c2ccccc12,100,109,75,97,99,x,108,92,104
Cc1c/c(=N\NC(=O)Nc2ccc(Br)cc2)oc2cc(O)ccc12,111,111,86,91,106,101,109,104,102
CN1CCC(NC(=O)Nc2ncccc2OCc2cccc(F)c2)CC1,88,103,104,77,102,90,103,99,96
COc1ccc(N(C(=O)c2cccc(OC)c2)C(C(=O)NC(C)(C)C)c2cc3c(C)cc(C)cc3nc2Cl)cc1 (stereo not given),90,92,51,80,80,87,115,x,85
C#Cc1ccc(-n2c(/C=C/c3c[nH]c4ccc(OC)cc34)nc3ncccc3c2=O)cc1,104,122,67,107,103,102,117,95,101
CCCCn1c(=O)c(/C=C/c2cc(/C=C/c3cc4cc(C)ccc4n(CCCC)c3=O)n(-c3ccccc3Cl)n2)cc2cc(C)ccc21,80,100,75,93,99,107,105,103,93
O=C(NCCCl)c1cc(Cl)cc(Cl)c1,107,117,84,110,97,112,102,97,102
COc1ccc2c3c([nH]c2c1)C(C)N(C(C)=O)CC3 (stereo not given),97,106,83,96,98,101,102,97,97
CCCCCNC(=S)NNC(=S)N/N=C/c1cc(OC)c(OC)c(OC)c1,102,115,66,91,96,105,111,88,95
Nc1ccccc1C(=O)NC1=NC=S1[N+](=O)[O-] (stereo not given),106,105,87,94,106,102,103,98,108
Cc1ccc2c(c1)[C@](O)(C(C)C)CC[C@]2(C)O,100,100,70,100,95,101,102,x,114
CSCC1OC(n2cnc3c(N)ncnc32)C(O)C1O (stereo not given),101,108,81,83,109,104,103,97,90
CCc1ncc(C[n+]2csc(CCO)c2C)c(N)n1,83,77,78,90,110,104,110,104,100
CC(O)(C(=O)O)c1cccc2ccccc12 (stereo not given),99,88,82,106,104,102,96,101,98
COc1ccc2c(/C=C3/C(=O)NC(=S)NC3C)cc(=O)oc2c1 (stereo not given),89,94,88,96,103,103,96,98,96
CS(=O)(=O)Nc1cccc(NS(C)(=O)=O)c1,102,88,98,100,110,111,111,105,101
COC(=O)c1nc(N)nc(C(=O)OC)c1C(=O)C(C)(C)C,115,109,83,108,103,105,117,101,109
CC(C)=CCC[C@H](C)c1ccc(C)c2c1OCN(CCO)C2,69,88,42,72,105,100,84,80,61
CC(=O)CC(=O)NC1CCc2ccccc21 (stereo not given),107,110,80,115,107,104,109,101,106
Cc1cc(C)c(C#N)c(=O)[nH]1,116&103,117&99&121,78&98&80,111&104&110,104&92&113,98&107&99,112&111&105,101&88&92,103&100&109
N#CCCN1C(=O)CCC1C(=O)O (stereo not given),90,103,101,98,98,97,x,106,107
O/N=C\c1ccc(-c2ccccc2)cc1,103,104,88,96,91,102,93,105,x
C#CC1(OCC2CO2)CCCCC1 (stereo not given),112,112,93,104,94,124,98,93,113
COC(=O)[C@]1(C(C)C)N[C@H](c2cn(-c3ccccc3)nc2C)[C@@H]2C(=O)N(c3ccccc3)C(=O)[C@@H]21,104,109,98,106,112,114,108,105,98
CCOC(=O)/C(=C\c1ccc(Cl)cc1)P(=O)(OCC)OCC,62,96,62,75,51,70,103,86,88
CN1CCC[C@@H]1CCO[C@](C)(c1ccccc1)c1ccc(Cl)cc1,17,x,37,48,62,80,62,66,66
COc1ccc(O)c(C(=O)CC(=O)c2ccncc2)c1,83,110,81,110,106,112,103,102,107
COc1ccc2c(c1)c(CC(=O)OCC(C)c1ccc(CC(C)C)cc1)c(C)n2C(=O)c1ccc(Cl)cc1 (stereo not given),99,109,86,81,100,92,103,95,95
CC(=O)NS(=O)(=O)c1ccc(OCCOc2ccc(S(=O)(=O)NC(C)=O)cc2)cc1,99,98,87,100,96,110,96,x,104
CCCCc1oc2ccc([N+](=O)[O-])cc2c1C(=O)c1ccc(C#Cc2ccc(CCC)cc2)cc1,75,53,77,81,91,91,100,93,106

Entries of single compounds, looked up by structure. Values in the order: HT29	TK-10	UO-31	HCT-116	HCT-15	SW-620	HCC-2998	SN12C	786-0
Record of CCc1ncc(C[n+]2csc(CCO)c2C)c(N)n1 → 83	77	78	90	110	104	110	104	100
Record of Cc1cc(C)c(C#N)c(=O)[nH]1 → 116&103	117&99&121	78&98&80	111&104&110	104&92&113	98&107&99	112&111&105	101&88&92	103&100&109
